# T cell HTS: modulators of CD8 T cell-vesicle binding, primary screen, mouse 2C CD8+ T cells, flow cytometry. 0.068% of 330,000 active. calls only at 7 µM. AID 2052, 2009. 2C CD8+ T cell-vesicle binding; stronger effect = lower value;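 active = response, share of CD8 T cells binding vesicles, and their 90th percentile fluorescence all below set limits, cut at about 80% in these data, passing the limit was not always enough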
#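 material = purified 2C TCR transgenic mouse naive CD8+ T cells | controls = Unloaded micro-vesicles (low), QL9 vesicles with 0.7% DMSO (high) | detection = cytometric PE anti-B7-1 and Alexa647 anti-CD8 signals after 1% paraformaldehyde fixation | incubation = binding step 1.5 h, 37 °C, antibody labelling 20 min, ice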
# bCat nuc transl: modulators of beta-catenin nuclear translocation, primary screen, imaging, HeLa cells, immunofluorescence, high-content. 0.3% of 190,000 active. nuclear translocation activity, % at 5 µM;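 active = nuclear translocation activity above 50% at 5 µM, with a well cell count of 50 or more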;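 note: per-cell ratio of nuclear to cytoplasmic median beta-catenin stain intensity; plate controls were DMSO negative control for no effect and GSK-3 inhibitor IX positive control for full effect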
#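 Signal – beta-catenin immunofluorescence imaging with DAPI · Test system – human HeLa cell line · Dosing – 5 µM primary single dose, 0.1% DMSO, 0.02–20 µM confirmation series · Measure – % activation, nuclear-to-cytoplasmic median beta-catenin signal ratio per cell · Incubation – 24 h compound exposure at 37°C, 5% CO2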
# Autophagy mod: autophagy modulators in MEF cells, primary screen, imaging, high-content, MEF GFP-LC3 | 0.98% of 190,000 active | calls only at 10 µM (by protocol) | AID 463193, 2010 | MEF GFP-LC3 puncta imaging; test concentration mostly 10 µM;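 active = percentage of spot-positive cells more than 3 SD above its plate mean, without a fluorescence outlier flag or 80% toxicity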;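 note: spot-positive cell cutoff set from DMSO-treated cells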
# Insulin prom up: insulin promoter activators in MIN6 cells, imaging, high-content screening, mouse beta cells | z-score at 5 µM | AID 1625, 2009 | 0.3% of 190,000 active | MIN6 insulin promoter-GFP reporter; stronger effect = higher value;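 active = z-score above 3 at 5 µM with at least 500 cells counted in the well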
# MT stabilizer: microtubule stabilizers in HeLa cells, primary screen, imaging, high-content imaging | 0.83% of 200,000 active | AID 2205, 2009 | HeLa tubulin immunostaining HCS, 24 h; share of cells brighter than vehicle mean+2SD | % tubulin-high responders, % at 10 µM;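 active = plate Z-score above 3 for both tubulin-high and condensed-nucleus cell shares, with cell loss under 80%, at 10 µM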;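 note: anti alpha tubulin signal scored within the nucleus-defined area of each cell; some results filed as inactive read as strong as hits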
# TNAP activators: human TNAP enzyme activators, primary screen, biochemical, luminescent, no phosphate acceptor, uHTS (AID 1001); purified TNAP, luminescent activation assay, no phosphate acceptor; higher activation fold means a stronger effect; activation fold at 20 µM, or EC50 in µM where a hit was titrated; 0.03% of 200,000 active; Alkaline phosphatase, tissue-nonspecific isozyme (Homo sapiens); in the data active = activation fold from about 3, or a potency from the dose series; inactive = the rest, 99 in 100 with activation fold below about 1.6; note: many of its hits are not listed in these tables
# Hep lipid drop: inhibitors of hepatocyte lipid droplet formation, primary screen, imaging, high-throughput imaging, BODIPY stain; AML12 mouse hepatocytes, oleate lipid droplets; inhibition, % at 6.5 µM; 0.4% of 240,000 active; AID 1656, 2009;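 active = lipid droplet intensity inhibited by at least 50%, with more than 500 cells counted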
#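 Technique: fluorescence imaging, 20x objective, two fields per well / Assay system: AML12 hepatocytes (mouse) / Measure: % inhibition of lipid droplet signal / Doses: 6.5 µM single-point dosing / Incubation: overnight exposure / Reagent: 100 µM oleic acid challenge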
# human PMI inhibition: inhibitors of human PMI, primary screen, biochemical, fluorescence intensity, coupled assay (AID 1209); Mannose-6-phosphate isomerase (Homo sapiens); purified PMI enzyme, coupled fluorescence intensity; higher % means a stronger effect; inhibition, % at 20 µM, or IC50 in µM where a hit was titrated; 0.42% of 190,000 active;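 note: plate controls were DMSO vehicle for no effect and wells lacking substrate for full effect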
# human PMI inhibitors: human PMI inhibitors, high substrate, primary screen, biochemical, fluorescence intensity, high mannose 6-phosphate (AID 1220). 0.66% of 190,000 active. recombinant PMI enzyme, coupled fluorescence intensity; higher % means a stronger effect. inhibition, % at 20 µM, or IC50 in µM where a hit was titrated
# Insulin prom up cell count: recorded beside Insulin prom up, whose call it bears; cell count; measured here: cytotoxicity, nuclei count;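 total cells summed across four imaged fields per well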
# Hep lipid drop cells 6.5 µM: recorded beside Hep lipid drop, whose call it bears; cell count; measured here: cell count, cytotoxicity flag;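 cells counted across two imaged fields per well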
# bCat nuc transl cell count 5 µM: recorded beside bCat nuc transl, whose call it bears; cell count; measured here: cell count, cytotoxicity flag
# T cell HTS vesicle-bound %: further read-out of T cell HTS, marked with its call; double positive events, %; measured here: CD8+ vesicle-bound cell fraction;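 binding gate set so that unloaded-vesicle control wells show 10% double positive cells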
# MT stabilizer Hoechst-high %: second read-out of MT stabilizer, no call of its own (marks repeat the call); % Hoechst-high responders; measured here: nuclear condensation Hoechst responders;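 share of cells brighter than vehicle mean plus two SD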
# MT stabilizer cytotoxicity %: also measured in MT stabilizer; calls as there; toxicity, %; measured here: cytotoxicity by cell density;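 0% = mean cell density of plate MIN control wells and 100% = no cells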
# Autophagy mod cell loss 18 h: also measured in Autophagy mod; calls as there; toxicity, %; measured here: cell loss, nuclei count;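 cell loss after 18 h compound exposure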
# An asterisk follows results filed as active; i = inactive; x = not tested or not shown. Cut-off read from the data, not from the text of the source, unless noted: active = inhibition above about 50%; inactive = the rest. This is a random part of the collection. About 2.9% of those tested had a hit in this group.
SMILES,T cell HTS,T cell HTS vesicle-bound %,bCat nuc transl,bCat nuc transl cell count 5 µM,Autophagy mod,Autophagy mod cell loss 18 h,Insulin prom up,Insulin prom up cell count,MT stabilizer,MT stabilizer Hoechst-high %,MT stabilizer cytotoxicity %,TNAP activators,Hep lipid drop,Hep lipid drop cells 6.5 µM,human PMI inhibition,human PMI inhibitors
O=C(CSc1nc(-c2ccccc2)c(-c2ccccc2)o1)Nc1nnc(-c2ccccc2)s1,i,54,-2.6,987,i,-30,0.37,1445,4.0,2.3,7.2,1,x,x,12%,10%
Cn1c(N2CCN(S(=O)(=O)c3ccc(F)cc3)CC2)nc2ccccc21,i,49,-0.8,1504,i,-1,x,x,1.9,1.2,8.2,1,14,716,9%,18%
O=S(=O)(c1ccc(F)cc1)N1CCC2(CC1)OCCO2,i,32,2.2,880,i,-4,x,x,4.5,2.1,9.0,1,-6,617,1%,3%
O=C(Nc1ccc(F)cc1)C(Cc1ccccc1)n1cccc1 (stereo not given),i,31,0.5,1254,x,x,-0.51,1054,x,x,x,x,-20,729,x,x
O=C(Nc1cccc(-c2csc(Nc3cccc(C(F)(F)F)c3)n2)c1)c1ccccc1,i,21,-1.2,1305,x,x,-1.8,721,x,x,x,x,-60,698,x,x
Cc1cc(C)n(Cc2ccc(C(=O)Nc3cccc(Br)c3)o2)n1,i,4,x,x,i,5,-0.07,1177,4.2,2.0,5.5,1,-47,748,-2%,-4%
CC(C)(C)c1nc(NCC2CCCO2)c2nnn(Cc3ccccc3)c2n1 (stereo not given),i,57,-2.8,640,i,4,-0.59,1344,3.2,3.0,3.6,1,x,x,-18%,-3%
CC(=O)c1cccc(Nc2nc(-c3cccc([N+](=O)[O-])c3)cs2)c1,i,47,3.1,997,i,8,0.35,1834,6.8,0.9,0.2,1,-21,616,12%,2%
C[C@H](NS(=O)(=O)c1ccc(Cl)c(Cl)c1)C(=O)OCc1cc(=O)n2cc(Br)ccc2n1,i,44,1.6,1152,i,8,0.28,1405,4.2,2.8,8.5,0.9,-1,678,9%,10%
CC(Sc1ccsc1[N+](=O)[O-])C(=O)NCc1ccccc1 (stereo not given),i,66,-4.6,1148,i,5,-0.2,1609,2.0,1.2,0.3,1.2,-10,637,1%,11%
O=C(NCCCO)c1ccc2[nH]c3c(c2c1)CCCC3,i,45,x,x,i,-7,-0.65,953,2.1,1.5,7.5,1.3,x,x,-6%,-5%
Cc1ccc(-c2cc(C(=O)Nc3ccc(S(=O)(=O)Nc4onc(C)c4C)cc3)c3ccccc3n2)cc1,i,29,6.1,1022,i,15,-0.36,1169,6.5,2.7,6.2,1,-10,701,-12%,-13%
CC(C)c1cc(NC(=O)CSc2nnc(-c3ccccc3F)n2C)on1,i,54,-2.7,953,i,10,-0.33,1201,3.6,1.8,7.6,1.2,x,x,-5%,-4%
Cc1nc2ccc(S(=O)(=O)NC(C(=O)NC3CCCC3)C(C)C)cc2s1 (stereo not given),i,32,x,x,i,-1,0.86,823,3.5,2.4,3.5,0.9,x,x,-5%,8%
Cc1ccc(-c2nn(C)c(=O)c3ccccc23)cc1CNS(C)(=O)=O,i,42,x,x,i,1,-0.25,1108,3.0,0.6,32,1,4,781,-3%,-11%
CC(C)Oc1ccc(C(=O)CCN2CCCCC2)cc1,i,5,-0.9,541,i,-3,-0.09,1325,4.3,2.2,4.2,1,-4,723,16%,15%
Cc1ccccc1P(=O)(CO)c1ccccc1C,i,21,-6.3,1078,i,5,0.49,1253,2.5,2.1,2.5,1.1,x,x,13%,15%
Cc1ccc(N2CC(C(=O)Nc3ccncc3)CC2=O)cc1 (stereo not given),i,10,x,x,i,-4,x,x,2.6,2.0,24,1.1,24,765,9%,10%
CC(=O)Nc1c([N+](=O)[O-])cc2[nH]c(=O)[nH]c2c1[N+](=O)[O-],i,41,-2.7,1041,i,-1,0.64,1537,3.1,3.0,8.7,0.9,7,697,24%,57%*
CCN(CC)S(=O)(=O)c1cccc(-c2nnc(SCC(=O)c3cc(C)n(C4CC4)c3C)o2)c1,i,17,-4.1,1155,x,x,-1.7,740,x,x,x,1.1,-21,630,4%,-8%
COc1ccc(N(CC(=O)N/N=C/c2cc3ccc(OC)cc3nc2Cl)S(=O)(=O)c2ccccc2)cc1,i,48,0.7,1018,i,22,0.56,1515,6.0,2.3,3.6,1,0,579,20%,14%
CCCCCCn1c(O)c(/C=C2\C=NN=C2c2ccccc2)sc1=S,i,57,5.2,1062,i,-6,-0.89,1333,1.9,2.5,11,1.5,8,760,20%,10%
Cc1ccc(CCNC(=O)C2CCCN(S(=O)(=O)c3cnc[nH]3)C2)cc1 (stereo not given),i,48,0.3,1147,x,x,-1.8,1988,4.4,1.9,7.9,1.1,5,668,7%,6%
Cn1c(SCc2ccccc2Cl)nc(C(F)(F)F)cc1=O,i,18,-0.5,927,i,13,0.18,1230,3.2,2.1,10,0.9,x,x,-10%,4%

# Pulled one by one from above (two):
SMILES,T cell HTS,T cell HTS vesicle-bound %,bCat nuc transl,bCat nuc transl cell count 5 µM,Autophagy mod,Autophagy mod cell loss 18 h,Insulin prom up,Insulin prom up cell count,MT stabilizer,MT stabilizer Hoechst-high %,MT stabilizer cytotoxicity %,TNAP activators,Hep lipid drop,Hep lipid drop cells 6.5 µM,human PMI inhibition,human PMI inhibitors
Cc1ccc(N2CC(C(=O)Nc3ccncc3)CC2=O)cc1 (stereo not given),i,10,x,x,i,-4,x,x,2.6,2.0,24,1.1,24,765,9%,10%
Cc1ccc(CCNC(=O)C2CCCN(S(=O)(=O)c3cnc[nH]3)C2)cc1 (stereo not given),i,48,0.3,1147,x,x,-1.8,1988,4.4,1.9,7.9,1.1,5,668,7%,6%

# Further entries follow.
SMILES,T cell HTS,T cell HTS vesicle-bound %,bCat nuc transl,bCat nuc transl cell count 5 µM,Autophagy mod,Autophagy mod cell loss 18 h,Insulin prom up,Insulin prom up cell count,MT stabilizer,MT stabilizer Hoechst-high %,MT stabilizer cytotoxicity %,TNAP activators,Hep lipid drop,Hep lipid drop cells 6.5 µM,human PMI inhibition,human PMI inhibitors
O=C1c2ccccc2C(=O)N1c1n[nH]c(CCc2ccccc2)n1,i,4,-4.0,1244,i,-7,-1.3,1122,2.9,2.6,4.8,0.4,5,699,6%,-1%
CCc1ccccc1NC(=S)N1CCC(NC(=O)c2ccc(OC)cc2)CC1,i,63,0.1,987,i,-7,x,x,1.9,2.4,2.4,1.1,1,707,-1%,1%
COc1ccc(C(=O)NCc2nnc(SCC(=O)N3CCOCC3)o2)cc1,i,35,-1.2,914,i,-6,x,x,2.5,1.6,2.7,1.1,1,739,-16%,-4%
COc1ccc(Br)cc1CN(C)CC(=O)Nc1c(Cl)cccc1Cl,i,44,-0.5,1061,i,3,-0.38,1364,2.9,2.6,2.7,1.1,-3,648,10%,7%
O=C(CCc1ccccn1)NC1CCCc2c1cnn2-c1ccc(F)cc1F (stereo not given),i,27,-0.6,1018,i,8,0.22,1418,0.6,0.9,3.5,1.1,-34,691,1%,2%
CS(=O)(=O)c1nsc2nc(=O)c(/C=C3\C=Nc4ccccc43)c(N)n12,i,55,1.0,1106,i,5,0.22,1183,1.7,1.6,8.3,1,1,689,-16%,-16%
Cn1c(SCc2ccc3c(c2)OCO3)nnc1-c1ccccc1,i,25,0.7,1026,i,-6,0.93,1978,2.1,1.6,12,1.1,-16,681,5%,1%
Cn1c(Cn2nnc(-c3ccccc3)n2)nnc1SCc1ccccc1Cl,i,23,-6.0,1173,i,3,1.2,947,1.9,1.2,7.1,1.1,-4,730,-1%,-7%
S=C(NCCCN1CCOCC1)Nc1ccc(Nc2ccccc2)cc1,i,57,-4.4,1066,i,-12,-0.2,1389,1.2,1.7,11,1.1,-7,587,6%,11%
C(=N/n1c2ccccc2c2ccccc21)/c1ccco1,i,44,x,x,i,3,0.31,1103,3.6,0.3,37,1.1,-1,764,18%,12%
O=C(NCCN1C(=O)S/C(=C/c2ccccc2)C1=O)C1CCCN1C(=O)c1cccs1 (stereo not given),i,38,0.1,1076,i,2,-0.6,1525,4.6,2.4,9.0,1.1,-7,601,3%,6%
Cn1nc(C(F)(F)F)c(/C=N/OC(=O)c2ccccc2)c1SCc1ccc(Cl)cc1,i,48,-2.6,803,i,2,-0.49,1392,3.3,2.8,1.0,0.9,x,x,-5%,-2%
Cc1nn(Cc2c(Cl)cccc2Cl)c(C)c1NC(=O)CCCn1nc([N+](=O)[O-])c(Cl)c1C,i,54,-0.9,1101,i,18,-0.13,1517,4.9,2.4,5.2,1.1,-7,707,7%,0%
O=C1CSC(c2cccnc2)N1Cc1ccc(Cl)cc1 (stereo not given),i,46,-0.7,1218,x,x,-0.19,1345,x,x,x,x,-5,724,x,x
O=C1CCCc2nc(N3CCN(Cc4ccccc4)CC3)ncc21,i,50,-1.1,885,i,0,x,x,1.2,2.0,4.6,1.1,x,x,-8%,4%
O=C(O)c1cccc(N2C(=O)C3CC=C(Cl)CC3C2=O)c1 (stereo not given),i,62,x,x,i,-1,-0.32,808,5.4,1.8,4.8,1.1,x,x,-1%,-4%
Cc1csc(NC(=O)CSc2nnc(-c3ccncc3)o2)n1,i,28,x,x,i,-4,x,x,2.8,1.4,3.7,1.2,8,748,1%,-2%
COc1cc(/C=C2\N=C(c3ccccc3)OC2=O)ccc1OCc1c(C)no[n+]1[O-],i,35,-1.2,1136,i,14,0.92,1470,3.5,2.7,7.1,1.1,2,718,16%,14%
CCn1c(C)nc2cc(OC)ccc21,i,62,1.5,1023,i,-11,1.5,1322,4.0,2.6,10,1,-12,656,10%,11%
Cc1c(Br)c([N+](=O)[O-])nn1CC(=O)N(C)Cc1ccccc1,i,26,-0.2,1028,i,-2,-0.37,1458,3.0,1.5,9.2,1.1,23,703,4%,-1%
